Compound activity from PubChem BioAssay.
LMNA splice mod: LMNA splicing modulation; HeLa LMNA splicing GFP/RFP minigene ratio, 48 h; Potency, µM (top dose mostly 46.1 µM), inactives show at the highest dose ratio change, negative = inhibition, usual class: inhibitors; 0.01% of 200,000 active; active means well fitted inhibition curve with a large enough effect in the signal ratio, with a control signal flat, not every such curve was filed as active; inconclusive means small, poorly fitted or top-dose-only effect, or effect the other way, or a change in a side signal; the % refers to the signal ratio; further: potency means the concentration at half of the fitted maximal effect; on the % scale 0 is the no-effect control and ±100 the full control effect
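S3 HeLa cells stably expressing lamin A-EGFP splicing minigene plus DsRed2, 600 cells/well, 48 h compound exposure at 37C. Laser-scanning cytometry; analysed as GFP (500-530 nm)/RFP (575-640 nm) total intensity ratio; 0.5% DMSO vehicle.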
SMN2 splice up: enhancers of SMN2 splice variant expression; HEK293 SMN2-luciferase splicing reporter, luminescence, 30-36 h; Potency, µM (top dose mostly 46.1 µM), for the others: top-dose activity change, positive = activation, most hits filed as activators; 2.8% of 210,000 active; AID 1458; further: potency means the concentration at half of the fitted maximal effect; % of control where 0% means no effect; nearly all actives have a fitted effect of over 55% in size
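HEK293 cells carry an SMN2 […]–luciferase reporter in which exon 7 inclusion puts luciferase in frame. Cells were plated 10-12 h before compound addition, then incubated 30-36 h at 37C. ONE-Glo luminescence was read; sodium butyrate at 4.5 mM final served as control.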
HTT aggregate: mutant huntingtin aggregation inhibition. 1.1% of 220,000 active. PC12 HttQ103-GFP aggregates, Acumen cytometry, 40 h. Potency, µM (top dose mostly 46.1 µM), inactives show at the top dose activity change, negative = inhibition, hits mostly inhibitors; further: potency means the concentration at half of the fitted maximal effect; on the % scale 0 is the no-effect control and ±100 the full control effect; nearly all actives have a fitted effect of over 60% in size
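PC12 cells stably carrying ecdysone-inducible HTT exon 1 Q103–GFP were induced with tebufenozide (100 nM final) and treated with library compounds in titration. GFP aggregates in lysates were counted by laser scanning cytometry.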
KinaseGlo FLuc: blocks Kinase-Glo luciferase, a counter-screen artifact | Kinase-Glo luciferase, ATP luminescence, 8 min | 0.28% of 200,000 active | Q27757 | Potency, µM (top dose mostly 38.3 µM), inactives show at the top dose activity change, negative = inhibition, actives largely listed as inhibitors | AID 1379; further: potency means the concentration at half of the fitted maximal effect; on the % scale 0 is the no-effect control and ±100 the full control effect; nearly all actives have a fitted effect of over 60% in size
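Compounds were added to a substrate mix at pH 7.2 (50 mM imidazole, 10 uM ATP, within the enzyme's linear range), followed by Kinase-Glo detection reagent; luminescence was measured after 8 minutes at ambient temperature.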
HTT cytoprotect: cytoprotection in Huntington HTT-Q103 PC12 cell model | PC12 HTT-Q103 induced, cytoprotection, ATP luminescence, 40 h | Potency, µM (doses to about 56.4 µM), without a hit: cytoprotection (ATP increase), most hits filed as activators | 0.14% of 230,000 active | AID 1471;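 further: potency means the concentration at half of the fitted maximal effect; % of control where 0% means no effect; nearly all actives have a fitted effect of over 45% in size; toxic huntingtin expression switched on by the ecdysone agonist tebufenozide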
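ATP quantification (ATPlite) reports survival of PC12 cells in which tebufenozide, 100 nM final, switches on Htt exon 1 with 103 glutamines linked to GFP; compounds are titrated.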
IMPase Li cell: membrane-permeable IMPase blocker, potentiated with lithium. AID 1457. CHO-M1 cells, IP1 TR-FRET (IP-One), carbachol + lithium. Potency, µM (doses to about 59.4 µM), for the others: at the highest dose activity, negative = IMPase inhibition, hits mostly inhibitors. 0.35% of 210,000 active;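 further: IP1 builds up when IMPase is blocked and the TR-FRET signal falls; potency means the concentration at half of the fitted maximal effect; plate controls were basal vehicle for no effect and high inhibitor control for full effect; nearly all actives have a fitted effect of over 50% in size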
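CHO cells stably expressing M1 receptor (2000/well, cultured 16–30 h) treated 30 min at 37C with compound plus low lithium. Cytosolic IP1 by TR-FRET (665/620 ratio and 620 channel) after 10 min lysis; AC50 by Hill fit.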
CBFb RUNX1 block: blocks binding between human CBF-beta and RUNX1; AID 1477; AlphaScreen CBFb-His/RUNX1-biotin binding, biochemical; Q01196+Q13951; Potency, µM (highest dose often 59.8 µM), for the others: at the highest dose activity, negative = inhibition, actives largely listed as inhibitors; 230,000 tested, under 10 active; further: % of control where 0% means no effect
Target sequence (Q01196 whole entry, looked up): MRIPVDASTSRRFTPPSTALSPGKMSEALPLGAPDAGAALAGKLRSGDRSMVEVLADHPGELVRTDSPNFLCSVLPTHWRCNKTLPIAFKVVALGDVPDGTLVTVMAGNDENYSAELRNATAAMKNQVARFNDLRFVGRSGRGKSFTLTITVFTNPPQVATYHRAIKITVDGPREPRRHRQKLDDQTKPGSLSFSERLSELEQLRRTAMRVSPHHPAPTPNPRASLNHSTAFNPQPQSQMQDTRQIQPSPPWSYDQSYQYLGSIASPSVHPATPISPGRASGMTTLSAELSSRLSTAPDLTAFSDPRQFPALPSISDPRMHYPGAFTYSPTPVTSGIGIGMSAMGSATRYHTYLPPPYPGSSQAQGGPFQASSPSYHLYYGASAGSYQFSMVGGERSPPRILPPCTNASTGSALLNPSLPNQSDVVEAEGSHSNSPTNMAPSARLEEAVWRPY
Target sequence (Q13951 whole entry, looked up): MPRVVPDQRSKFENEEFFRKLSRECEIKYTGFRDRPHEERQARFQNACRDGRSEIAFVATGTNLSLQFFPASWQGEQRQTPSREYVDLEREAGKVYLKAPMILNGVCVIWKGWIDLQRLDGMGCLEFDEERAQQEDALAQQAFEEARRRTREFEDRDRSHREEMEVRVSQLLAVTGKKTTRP
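CBFb-His/RUNX1-biotin, 30 nM each, preincubated 20 min RT; compound 15 min RT; Ni + streptavidin beads 50 ng each, 90 min RT; AlphaScreen read.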
Numbers without * were called inactive; ? = inconclusive; / = not tested or not shown; [ ] = another dose, or the depositor's remark. Unless noted, the call rests on the fitted dose curve; in most records, active means well fitted curve in the direction sought with a large enough effect; inconclusive means small, poorly fitted or top-dose-only effect, or another doubt; inactive means no such curve, though single readings can be large; an effect the other way counts as inactive or inconclusive.

mol | LMNA splice mod | HTT aggregate | SMN2 splice up | HTT cytoprotect | KinaseGlo FLuc | CBFb RUNX1 block | IMPase Li cell
Cc1cc(S(=O)(=O)N(Cc2ccc3c(c2)OCO3)CC2CCCO2)ccc1-n1cnnn1 (configuration not stated) | 0% | -13% | -28% | 5% | 19% | -1% | 33%[activator][38.3 µM]
Cc1c(-n2cccc2C=O)cccc1[N+](=O)[O-] | -10%[46 µM] | -2% | 22% | 15%[10 µM] | -1% | -2% | 6%
O=C(COC(=O)c1cc(=O)[nH]c2ccccc12)Nc1nc(-c2cccc(Br)c2)cs1 | 14% | 9% | 22% | / | 4% | -4% | 10%
COC(=O)c1c(N2C(=O)Nc3ccccc3N2O)sc(C)c1C | / | -18% | 12% | -30% | 0% | -1% | -5%
O=C(CSc1nnc(Cc2ccc3c(c2)OCO3)n1C1CCCCC1)NC1CCCC1 | -7% | 10% | 6% | -4%[10 µM] | 1% | -5% | -7%
CCCN1C(=O)c2ccccc2NC1c1ccc(OC)cc1O (configuration not stated) | ? | 1% | ? | -23% | -6% | 2% | -8%[38.3 µM]
CCCC1Cc2[nH]c(=O)c(C#N)cc2CO1 (configuration not stated) | / | -2%[9.22 µM] | / | 5%[10 µM] | / | 13% | /
CCCCCC(=O)Nc1ccc(S(=O)(=O)Nc2nccc(C)n2)cc1 | ? | 24% | -19% | -44% | 10% | 13% | 0%
O=C(O)/C=C/C(=O)NNc1ncnc2ccccc12 | / | -17%[9.22 µM] | / | -5%[10 µM] | / | 13% | /
COc1ccc(OC)c(NC(=O)Nc2cccc3ccccc23)c1 | 2% | -17% | -17% | -4% | 2% | -3% | 23%[38.3 µM]
CCCN(CC1CC1)C(=O)CSc1ncnc2sccc12 | -7%[46 µM] | 5% | -12% | -27% | -4% | 14% | 3%
COc1cccc(CSc2nc3cc4c(cc3cc2C)OCCO4)c1 | ? | -14% | -10%[1.84 µM] | 28%[10 µM] | 0% | 29% | 8%
CCOc1cc(CNC(C)(C)CO)cc(Br)c1OCc1ccc(Cl)cc1Cl | ? | -3% | -7% | -98%[inhibitor] | -2% | -3% | 36%[activator][38.3 µM]
COc1ccc(C2CC(=O)C(C=NCCN3CCNCC3)=C(O)C2)cc1OC (configuration not stated) | 13% | 1% | -9% | -8%[10 µM] | -1% | 6% | 13%[38.3 µM]
CN(C)C(=O)CN1CCN(Cc2cn(C)nc2-c2ccc3c(c2)OCCO3)CC1 | 1%[46 µM] | -15%[9.22 µM] | / | -6%[10 µM] | -1% | 7% | -1%

More structures
mol | LMNA splice mod | HTT aggregate | SMN2 splice up | HTT cytoprotect | KinaseGlo FLuc | CBFb RUNX1 block | IMPase Li cell
CC(C)N1C(=O)CCC1C(=O)O (configuration not stated) | 5% | 25% | -13% | / | 0% | -14% | -9%
Cc1ccc(S(=O)(=O)N2CCCCC2)cc1C(=O)Nc1ncn[nH]1 | -1% | -5% | 2% | -16%[10 µM] | 13% | -13% | -5%[38.3 µM]
N#Cc1ccccc1Sc1ccccc1N | 2% | 16% | 2% | 7% | 2% | 4% | 1%[38.3 µM]
COC(=O)c1ccccc1-c1ccc(C(c2c(C)[nH][nH]c2=O)c2c(C)[nH][nH]c2=O)o1 | / | -33%[9.22 µM] | / | -29%[10 µM] | 0% | 1% | 9%
CCc1cc2c(-c3ccccc3)cc(=O)oc2cc1OC(=O)c1cccs1 | -10% | -14% | -9% | 2%[10 µM] | -4% | -12% | -4%
COc1ccc(CC(=O)OCN2C(=O)c3ccccc3C2=O)cc1 | -5% | -22%[9.22 µM] | -1% | -12% | 3% | 15% | 0%[38.3 µM]
COc1ccc(CN(CC(=O)NCC2CCCO2)C(=O)CNS(=O)(=O)c2ccc(C)cc2)cc1 (configuration not stated) | -14% | -5% | 5% | -8%[10 µM] | -1% | 4% | 7%
CCOC(=O)C1CCCN(Cc2cc(Br)c(OC)cc2OC)C1 (configuration not stated) | 0% | 2% | -3% | 0% | -1% | 8% | 9%[38.3 µM]
CCCn1c(CCC(=O)O)nc2cc(S(N)(=O)=O)ccc21 | / | -8%[9.22 µM] | / | -2%[10 µM] | / | -4% | /
COc1ccccc1Oc1ccc2c(c1)C(=O)N(c1cccc3ncccc13)C2=O | ? | 5% | -30% | 26%[10 µM] | 1% | -24% | 14%
CCOc1ccc2nc(NC(=O)c3ccc(OCC4CCCO4)cc3)sc2c1 (configuration not stated) | -10% | -12% | ? | / | 0% | ? | 23%
Cn1c(CCN2CCOCC2)nc2cc(NC(=O)COc3ccccc3)ccc21 | 2% | 16% | -7% | -18%[0.074 µM] | 1% | 3% | 8%[38.3 µM]
CCOC(=O)Cn1c(=NC(=O)CSC(C)=O)sc2cc(F)ccc21 | -1% | -2% | 9% | 0%[10 µM] | 1% | 6% | ?
COc1ccc(S(=O)(=O)Cc2ccc(C(=O)N3CCN(c4cc(Cl)ccc4C)CC3)o2)cc1 | -8% | 18µM* | 1% | 27% | 2% | -9% | 18%[38.3 µM]
N#CCCN(Cc1ccccc1)C(=S)Nc1ccccc1 | 15% | -14% | -7% | / | 3% | 0% | 2%

Next results:
mol | LMNA splice mod | HTT aggregate | SMN2 splice up | HTT cytoprotect | KinaseGlo FLuc | CBFb RUNX1 block | IMPase Li cell
CC1=Nc2cc(C(=O)O)ccc2Sc2ccc(Br)cc21 | 4% | 13% | -2% | / | 2% | -5%[2.36 µM] | ?
CCN1CCN(Cc2c(O)ccc3c2O/C(=C\c2ccccc2)C3=O)CC1 | / | -3% | 4% | -13% | 0% | 5% | -13%
COc1ccccc1NCc1ccc([N+](=O)[O-])s1 | 9% | 0% | -23% | / | 0% | -2% | 2%
COc1ccc(NC(=O)CSc2nnc(-c3ccc(C)cc3)n2N)cc1 | -2% | -13% | 7% | -3%[0.074 µM] | -4% | -3% | -14%[38.3 µM]
Cc1nc(N)c(Br)c(C)c1Br | ? | 0% | -2% | 5%[10 µM] | -2% | -12% | -9%
COCCCNC(=O)C1CC(=O)N(c2ccc(C)cc2)C1 (configuration not stated) | -2% | 2% | 1% | -9% | -3% | -1% | 2%[38.3 µM]
CC(C)(C)/C=N/NC(=O)CNC(=O)c1ccc2c(c1)OCCO2 | -4% | 12% | -52%[inhibitor] | -15%[10 µM] | 15% | 8% | -4%
Cc1cccc(C(=O)NCCN(C)C)c1 | 0% | 0%[9.22 µM] | -11% | -20% | 2% | -2% | 1%[38.3 µM]
O=C(NNC1=NCCC1)c1cccc(Br)c1 | 10% | 10% | 6% | -44%[inhibitor] | 0% | 6% | 5%[38.3 µM]
CC12CN(C(=O)c3ccccc3)C3(C#N)CC1CCC23C (configuration not stated) | 6% | 11% | 12% | 2% | 1% | 4% | 40%[activator][38.3 µM]
Cc1cc(C)nc(SC2=CS(=O)(=O)c3ccccc32)n1 | ? | ? | ? | 3%[10 µM] | 0% | 9% | 6%
Cc1ccc(C(=O)N/C(=C/c2cccs2)C(=O)NCCc2c[nH]c3ccccc23)cc1 | ? | 10% | / | -23%[10 µM] | -1% | 4% | 8%
O=C(O)CC1(CC(=O)NCc2csc(-c3cccs3)n2)CCCCC1 | / | 2%[9.22 µM] | / | 7%[10 µM] | / | 2% | /
Nc1nc(CSc2nnnn2-c2ccccc2)nc(N2CCCc3ccccc32)n1 | ? | -15% | -18% | -8%[0.074 µM] | 0% | 7% | 7%
CCOC(=O)Cc1nnc(Nc2ccc(C(=O)NC)cc2)c2ccccc12 | / | -8%[9.22 µM] | / | 11%[10 µM] | / | 8% | /

More records follow.
mol | LMNA splice mod | HTT aggregate | SMN2 splice up | HTT cytoprotect | KinaseGlo FLuc | CBFb RUNX1 block | IMPase Li cell
CCCCC(=O)Nc1cccc(-c2nn3c(C)nnc3s2)c1 | -13% | ? | ? | 7% | 1% | 3% | 9%[38.3 µM]
CCCCC[C@H](O)/C=C/C=C\C=C\[C@@H](O)C/C=C\CCCC(=O)O | / | / | 17% | 26% | 0% | 13% | 17%
CCS(=O)(=O)NCCCCc1ccccc1 | -5% | -14% | 11% | 6% | 2% | 0% | -6%[38.3 µM]
CCc1ccc(CNC(=O)Cn2nc(-c3ccccc3)ccc2=O)cc1 | / | 7% | -46%[inhibitor] | -38%[inhibitor] | 1% | -4% | -7%
CC1CCN(c2c(NCC3CCC(C(=O)N4CCc5ccccc5C4)CC3)c(=O)c2=O)CC1 (configuration not stated) | -9% | 8% | 14% | -21% | 1% | 4% | 1%[38.3 µM]
CCC(=O)n1nc(-c2cccnc2)nc1NCc1cccs1 | 2%[46 µM] | -7% | -41%[inhibitor] | -11% | -1% | 7% | -1%
COc1ccc(-c2cn3ccccc3n2)cc1[N+](=O)[O-] | -5% | ? | 11µM* | -30%[10 µM] | ? | -5% | -3%
CCC(=O)N(C)CCc1cc2c(c(OC)c1/C=N/NS(=O)(=O)c1ccc(C)cc1)OCO2 | / | -6%[9.22 µM] | / | -14%[10 µM] | / | 3% | /
Cc1nn(C)c(C)c1/C=N/N=C1\CCC2C3CCc4cc(O)ccc4C3CCC12C (configuration not stated) | ? | -13% | 19% | 1% | -6% | -3% | 58%[activator][38.3 µM]
CCOC(=O)c1c(N)sc(C(=O)Nc2ccccc2F)c1C | -6%[46 µM] | / | 8.9µM* | / | -18% | -2% | 3%
COC1Cc2ccccc2N(C(=O)N2CCN(CCO)CC2)c2ccccc21 (configuration not stated) | 6% | 14% | -2% | 17% | -1% | 0% | 19%[38.3 µM]
Cc1cc(Nc2ccccc2)nc(-c2ccccc2O)n1 | -14% | ? | -9% | -11%[0.074 µM] | 3% | 28% | 1%[38.3 µM]
O=C(COC(=O)C1CCC1)Nc1ccc(Oc2ccccc2)cc1 | -2% | -10% | -20% | -11% | 18% | 6% | 0%[38.3 µM]
CCOC(=O)/C(CCC[N+](C)(CC)CC)=N\O | 14% | 9% | -20% | / | 3% | 10% | 10%
CCN(CC)C(=O)c1sc(NC(=O)Cc2cccs2)c(C#N)c1C | 1% | -14% | 11% | -17%[10 µM] | 15% | 1% | -6%[38.3 µM]
O=C(N/N=C\c1cccs1)c1ccccc1-n1cccc1 | -7%[46 µM] | -16% | -3% | -28% | 4% | 17% | 9%
CCOC(=O)N1CCC(NC(=O)C2CCCN(S(=O)(=O)c3ccc4c(c3)oc(=O)n4C)C2)CC1 (configuration not stated) | ? | 12% | -16% | -4% | -3% | 4% | 17%[38.3 µM]
